Casp7 inh: allosteric or competitive inhibitors of human caspase-7; AID 889; recombinant caspase-7, Ac-DEVD-AFC fluorescence rate; actives 0.02% (n = 75,000); Potency, µM (titrated, usually from 57.5 µM), inactives show at the highest dose activity change, negative = inhibition, hits mostly inhibitors; P55210; active = well fitted inhibition curve with a large enough effect in the main read-out, with a control signal flat, not every such curve was filed as active; inconclusive = small, poorly fitted or top-dose-only effect, or a change in a side signal; note: potency is the fitted concentration of half-maximal effect; % of control where 0% means no effect
Caspase-1 inhib: caspase-1 (human) inhibition, allosteric or competitive | actives 0.03% (n = 75,000) | Potency, µM (titrated, usually from 57.5 µM), inactives show at the highest dose activity change, negative = inhibition, actives largely listed as inhibitors | P29466 | Caspase-1 enzyme, Ac-WEHD-AFC fluorogenic rate;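 note: potency is the fitted concentration of half-maximal effect; plate controls were vehicle for no effect and no substrate for full effect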
Target sequence (P29466 120-297 limits assumed): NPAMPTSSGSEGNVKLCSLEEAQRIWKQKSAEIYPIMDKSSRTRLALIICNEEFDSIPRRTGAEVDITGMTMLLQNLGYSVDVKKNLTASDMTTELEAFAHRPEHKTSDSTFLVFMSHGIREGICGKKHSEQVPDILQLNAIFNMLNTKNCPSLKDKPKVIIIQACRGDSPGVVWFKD
Target sequence (P29466 317-404 limits assumed): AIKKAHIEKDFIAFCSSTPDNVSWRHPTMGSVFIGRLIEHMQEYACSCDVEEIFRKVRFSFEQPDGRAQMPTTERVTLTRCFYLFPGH
USP2a inh: blocks human ubiquitin-specific protease USP2a. O75604. USP2a enzymatic assay, qHTS inhibition. Potency, µM (highest dose often 38.3 µM), for the others: at the top dose activity change, negative = inhibition, hits mostly inhibitors. actives 0.1% (n = 60,000). AID 927;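 note: potency is the fitted concentration of half-maximal effect; nearly all actives have a fitted effect of over 60% in size; plate controls were DMSO for no effect and NEM full inhibition control for full effect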
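USP2 core (20nM final) preincubated 30 min RT with compound, then Ub-PLA2 20nM and NBD C6-HPC 20uM final added; buffer 20mM Tris-HCl pH 8.0, 2mM CaCl2. Fluorescence Ex 460/Em 535 read at 0 and 2.5 h; normalized to NEM.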
Texas Red fluor: Texas Red region autofluorescence | Compound fluorescence, Texas Red channel, 547/618 nm; hits give high values | max dye-equivalent concentration, M | actives 0.06% (n = 59,000) | AID 587; in the data active = max dye-equivalent concentration above about 10 nM; inconclusive = between about 1.1 nM and that limit
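Compound titrations in 100 mM Tris pH 8.0 were incubated 15 min at room temperature and read at 547 nm excitation / 618 nm emission. Texas Red six-point standard curve on each plate converted fluorescence to dye-equivalent concentration.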
Rhodamine autofl: compound fluoresces in the rhodamine spectral region. Rhodamine-region fluorescence, 547/598 nm, Tris buffer; hits give high values. max dye-equivalent concentration, M. actives 0.05% (n = 59,000); in the data active = max dye-equivalent concentration above about 11 nM; inconclusive = between about 1.1 nM and that limit
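Steps: pin-transfer compounds into pH 8.0 Tris (100 mM), hold 15 min at room temperature, image with a 547/598 nm filter pair, and convert intensities to rhodamine-equivalent concentration using a six-point on-plate rhodamine series.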
Luciferase inh: firefly luciferase inhibition; purified firefly luciferase, luminescence, 8 min; P08659; actives 2.2% (n = 72,000); Potency, µM (series often up to 57.1 µM), without a hit: at the top dose activity change, negative = inhibition, usual class: inhibitors; note: potency is the fitted concentration of half-maximal effect; % is set by controls: 0 for no effect and ±100 for the full control effect; nearly all actives have a fitted effect of over 40% in size
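Compounds were tested as concentration series (qHTS) against purified P. pyralis luciferase with luciferin and 10 uM ATP in 50 mM imidazole pH 7.2, 50 mM KCl, 7 mM MgCl2, 0.01% Tween 20, 0.05% BSA. Luminescence was read after 8 min at ambient temperature.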
HADH2 inh: inhibitors of human HADH2 dehydrogenase; Q99714; recombinant HADH2, NADH fluorescence, beta-hydroxybutyryl-CoA; Potency, µM (highest dose often 57.1 µM), for inactives: top-dose activity change, negative = inhibition, actives largely listed as inhibitors; actives 3.4% (n = 73,000); note: potency is the fitted concentration of half-maximal effect; % is set by controls: 0 for no effect and ±100 for the full control effect; nearly all actives have a fitted effect of over 60% in size; many of its hits are not listed in these tables
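E. coli-expressed His-tagged HADH2 tested at 20 nM in alkaline Tris buffer (pH 9.0); oxidation of 90 uM beta-hydroxybutyryl-CoA with 1 mM NAD+ tracked fluorimetrically for 4 min.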
Fluorescein autfl: compound autofluorescence in fluorescein spectral region; Compound autofluorescence, 480/540 nm, fluorescein-equivalent; hits give high values; max fluorescein-equivalent concentration, M; actives 0.91% (n = 59,000); AID 593; in the data active = max fluorescein-equivalent concentration above about 10 nM; inconclusive = between about 1.1 nM and that limit
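In this qHTS profile, compound fluorescence was measured with a 480 nm/540 nm filter pair following a 15-min room-temperature incubation in 100 mM Tris (pH 8.0). A six-point fluorescein series on each plate served for normalization.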
ERK AVP block: vasopressin-driven ERK pathway inhibition; HEK293-V1b, vasopressin-stimulated pERK AlphaScreen; Potency, µM (doses to about 57.5 µM), for inactives: at the highest dose activity, negative = inhibition, hits mostly inhibitors; actives 0.99% (n = 72,000); AID 995; note: potency is the fitted concentration of half-maximal effect; % is set by controls: 0 for no effect and ±100 for the full control effect; nearly all actives have a fitted effect of over 55% in size
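V1b-HEK293 cells; cpd 30 min 37C; 25 nM vasopressin 5 min; lyse 10 min; AlphaScreen beads 5 hr RT. Normalized to DMSO basal and 25 nM vasopressin; AC50 by Hill fit.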
Tau fil binding: binds recombinant human tau filaments | P10636 | recombinant tau filaments, thioflavin S fluorescence, 15 h; filaments grown with octadecylsulfate alongside compound | Potency, µM (doses to about 57.1 µM), for the others: top-dose activity change, negative = inhibition | actives 2% (n = 71,000) | AID 596;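 note: potency is the fitted concentration of half-maximal effect; % is set by controls: 0 for no effect and ±100 for the full control effect; actives lower thioflavin S fluorescence by blocking filaments or displacing dye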
Target sequence (P10636 whole entry, looked up): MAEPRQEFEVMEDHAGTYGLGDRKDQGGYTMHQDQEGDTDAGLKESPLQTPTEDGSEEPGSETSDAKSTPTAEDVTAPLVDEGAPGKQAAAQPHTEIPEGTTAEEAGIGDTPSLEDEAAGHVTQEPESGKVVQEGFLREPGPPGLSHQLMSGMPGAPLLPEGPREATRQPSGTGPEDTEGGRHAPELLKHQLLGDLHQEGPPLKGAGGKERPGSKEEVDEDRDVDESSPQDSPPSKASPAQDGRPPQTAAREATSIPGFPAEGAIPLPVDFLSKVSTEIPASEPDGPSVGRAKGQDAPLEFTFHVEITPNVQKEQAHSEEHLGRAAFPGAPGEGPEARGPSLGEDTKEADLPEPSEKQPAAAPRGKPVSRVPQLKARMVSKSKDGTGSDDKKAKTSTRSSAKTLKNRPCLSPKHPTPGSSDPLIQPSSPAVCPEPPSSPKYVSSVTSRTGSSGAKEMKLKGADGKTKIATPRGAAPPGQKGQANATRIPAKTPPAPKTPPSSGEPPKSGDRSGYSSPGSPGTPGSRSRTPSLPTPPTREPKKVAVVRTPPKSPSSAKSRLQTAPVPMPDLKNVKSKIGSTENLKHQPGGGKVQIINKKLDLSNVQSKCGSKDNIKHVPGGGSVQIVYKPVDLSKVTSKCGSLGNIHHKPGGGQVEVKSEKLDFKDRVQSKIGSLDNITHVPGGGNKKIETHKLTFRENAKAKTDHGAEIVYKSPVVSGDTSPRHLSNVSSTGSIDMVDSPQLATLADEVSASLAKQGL
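Tau 2 uM in ThS buffer dispensed; compound added; 60 uM ODS added (finals 1 uM tau, 30 uM ODS); 15 h 37 C; fluor ex450/em510.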
HEK293 cAMP ctrl: counter-screen for TSHR agonists: cAMP increase in parental HEK293. parental HEK293 CNG cAMP sensor, membrane potential fluorescence. AID 938. actives 2.5% (n = 73,000). Potency, µM (doses to about 57.1 µM), without a hit: at the highest dose activation, most hits filed as activators; note: potency is the fitted concentration of half-maximal effect; % of control where 0% means no effect; nearly all actives have a fitted effect of over 55% in size
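Parental HEK 293 cells stably expressing a cAMP-gated CNG channel were loaded with membrane potential dye containing 100 uM RO 20-1724 for 60 min. Compound added for 30 min; depolarization read as fluorescence intensity at 590 nm.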
Active calls of the source: *; i = inactive; u = inconclusive; x = not tested or not shown; [ ] = another dose, or the depositor's remark. Unless noted, calls come from the whole dose curve; as a rule, active = well fitted curve in the direction sought with a large enough effect; inconclusive = small, poorly fitted or top-dose-only effect, or another doubt; inactive = no such curve, though single readings can be large; an effect the other way counts as inactive or inconclusive. The list is partial; rates above refer to the full screens.

SMILES	Casp7 inh	Caspase-1 inhib	USP2a inh	Texas Red fluor	Rhodamine autofl	Luciferase inh	HADH2 inh	Fluorescein autfl	ERK AVP block	Tau fil binding	HEK293 cAMP ctrl
COc1ccc(-n2[nH]c(C)cc2=O)cc1	1%	-1%	-4%	i	i	-6%	-2%	i	6%	9%	-4%
Cc1ccc2c(c1)NC(=O)C(CC(=O)NCCCN1CCN(C3CCCCC3)CC1)O2 (configuration not stated)	-2%	1%	x	x	x	-3%	u	x	1%	-1%	-2%
COCCn1c(SCC(=O)Nc2nnc(C)s2)nnc1-c1ccncc1	1%	-1%	-10%	i	i	-2%	4%	i	-10%	-7%	0%
CN1CCc2c(sc3c2c(=O)n(-c2cccc(Cl)c2)c2nncn32)C1	-5%	-3%	16%	i	i	0%	7%	i	-17%	3%	1%
CC1Cc2ccccc2N1C(=O)COC(=O)Cn1nnc(-c2ccccc2)n1 (configuration not stated)	-5%	0%	10%	i	i	2%	7%	i	-13%	6%	6%
c1nc(N2CCNCC2)c2cc(-c3ccc4c(c3)OCO4)ccc2n1	-1%	0%	17%	u	i	-1%[2.29 µM]	6%	i	-12%	-5%	3%
Nc1ncnc2c1ncn2CCOc1ccccc1	-11%	-6%	-4%	u	i	-6%	-1%	i	-14%	-3%	2%
O=C(CSc1nnnn1-c1ccc2c(c1)CCC2)NCc1cccs1	1%	-3%	-4%	i	i	-2%	-9%	i	-2%	9%	u
O=C(CSc1nc(-c2ccco2)cc(C(F)(F)F)n1)NCC1CCCO1 (configuration not stated)	-1%	0%	10%	i	i	1%	-12%	i	-7%	-7%	15%
CCN1CCN(CC(=O)Nc2c(C(=O)OC)[nH]c3cccc(Cl)c23)CC1	-1%	1%	1%	i	i	3%	0%	u	25%	-8%	1%
N#CC1=C(N)Oc2nc(-c3ccccc3)[nH]c2C1c1cccnc1 (configuration not stated)	-1%	3%	-1%	u	i	-2%	u	i	18%	6%	16%
CCN(CC)CCc1nc(-c2ccccc2)no1	0%[25.7 µM]	-2%[25.7 µM]	-10%[17.1 µM]	i	i	5%[25.5 µM]	-6%[25.6 µM]	u	1%[25.7 µM]	-1%[25.6 µM]	3%[25.6 µM]
COc1ccc(C2CC(C(F)(F)F)n3nc(CO)c(Cl)c3N2)cc1OC (configuration not stated)	6%	1%	-3%	i	i	3%	2%	u	1%	3%	-2%
Cc1ccc(C(=O)CN2CCC(NC(=O)C3CCCCC3)CC2)cc1	2%	-4%	23%	i	i	-1%	11%	i	25%	-12%	5%
O=C(CN(C(=O)CCC(=O)Nc1nccs1)c1ccc(F)c(Cl)c1)NCc1ccco1	1%	-1%	x	i	i	1%	1%	i	-14%	-7%	15%
CC(=O)Nc1ccc(S(=O)(=O)NC2=NCN(CCOC(=O)c3ccccc3)CN2)cc1	1%	-1%	-1%	x	x	-1%	-1%	x	4%	-1%	-2%
COc1ccccc1NC(=O)Cc1noc(CSc2nnc(C)s2)n1	-3%	-4%	16%	u	i	0%	0%	i	4%	7%	11%
O=C(NC1CC1)c1ccc(COc2ccc(F)cc2)o1	-1%	-1%	1%	i	i	1%	-7%	i	-12%	3%	-3%
CC(C)Sc1nnc(Cn2c(=O)sc3ccccc32)n1-c1ccccc1	-2%	0%	x	x	x	2%	-6%	x	-13%	2%	11%
COc1ccc(-n2c(/C=C(\C)O)nc(=O)c3c(C)cc(C)nc32)cc1	1%	0%	10%	u	i	4%	-12%	i	-17%	17%	25µM*
O=C(NCCc1ccc2c(c1)OCCO2)c1cc2ccccc2o1	-1%	-4%	-6%	i	i	-1%	25%	i	16%	13%	25µM*
CCCn1nnc(NCc2ccc(OCc3cccs3)c(OC)c2)n1	0%	0%	5%	i	i	-4%	9%	u	25%	295%	-2%
CCC(Oc1ccccc1)C(=O)Nc1ccccc1OC (configuration not stated)	1%	-1%	-18%	x	x	1%	-9%	x	25%	-2%	32µM*
COc1cc(NS(C)(=O)=O)c(OC)cc1NC(=O)c1cccc(F)c1	1%	0%	0%	u	i	5%	-4%	i	-7%	-17%	8%
CCC(CC)C(=O)Nc1cc(OC)c(OC)cc1C(=O)O	0%	-3%	-6%	i	i	4%	19%	i	43%[activator]	-3%	8%
Cc1cccc(OCc2nc(-c3nonc3N)no2)c1C	-4%	-2%	20%	i	i	-2%	4%	i	-12%	6%	u
COc1ccc(NC(=O)Nc2ccccc2C(N)=O)cc1OC	0%	-1%	-6%	i	i	u	4%	i	-12%	5%	-3%
O=C(Nc1ccc2snnc2c1)N1CCN(c2ccccc2)CC1	0%	-4%	25%	x	x	-5%	-22%	x	8%	12%	u
COc1cccc(CNc2nc3ccccc3n2CCN2CCCCC2)c1OC	0%	0%	-4%	i	i	0%	-3%	u	-18%	5%	12%
Cc1cc(C(=O)OCC(=O)NCc2ccco2)c(C)n1-c1ccccc1	-4%	2%	30%[activator]	u	i	0%	-28%	u	-21%	0%	u
COC(=O)[C@@]1(Cc2ccc(F)cc2)[C@@H]2[C@@H](CC(=O)[C@H]2CC(=O)C(=O)N(C)C)CN1C(=O)c1ccccc1	0%	1%	x	x	x	x	-1%	x	13%	-1%	24%
CN(C)S(=O)(=O)N1CCN(S(=O)(=O)N(C)C)CC1	2%	1%	-10%	i	i	1%	-1%	i	7%	6%	3%
O=C(NCCN1C(=O)C2C3C=CC(C3)C2C1=O)N1CCCCC1 (configuration not stated)	0%	0%	x	x	x	5%	-3%	x	-9%	-12%	4%
CC1=CC(C)C(C(=O)O)C(C(=O)O)C1 (configuration not stated)	-1%	0%	-3%	x	x	-1%	3%	x	-12%	7%	8%
CC1(C)CC(NS(=O)(=O)c2ccccc2)CC(C)(C)N1	7%	1%	-10%	i	i	4%	5%	u	5%	4%	-1%
COc1ccccc1CNC(=O)C1CCCN(S(=O)(=O)c2cnc[nH]2)C1 (configuration not stated)	-2%	-2%	x	x	x	-1%	-2%	x	-16%	-4%	9%

A draw from above in order of number of heavy atoms, highest first:
SMILES	Casp7 inh	Caspase-1 inhib	USP2a inh	Texas Red fluor	Rhodamine autofl	Luciferase inh	HADH2 inh	Fluorescein autfl	ERK AVP block	Tau fil binding	HEK293 cAMP ctrl
COC(=O)[C@@]1(Cc2ccc(F)cc2)[C@@H]2[C@@H](CC(=O)[C@H]2CC(=O)C(=O)N(C)C)CN1C(=O)c1ccccc1	0%	1%	x	x	x	x	-1%	x	13%	-1%	24%
Cc1cc(C(=O)OCC(=O)NCc2ccco2)c(C)n1-c1ccccc1	-4%	2%	30%[activator]	u	i	0%	-28%	u	-21%	0%	u
O=C(NC1CC1)c1ccc(COc2ccc(F)cc2)o1	-1%	-1%	1%	i	i	1%	-7%	i	-12%	3%	-3%

Next section
SMILES	Casp7 inh	Caspase-1 inhib	USP2a inh	Texas Red fluor	Rhodamine autofl	Luciferase inh	HADH2 inh	Fluorescein autfl	ERK AVP block	Tau fil binding	HEK293 cAMP ctrl
Cn1c2ccccc2c2cnn(CC(=O)N3CCN(c4ncccn4)CC3)c(=O)c21	0%	2%	-3%	i	i	1%	3%	i	1%	-6%	3%
Cn1c(C(=O)NCc2ccc3c(c2)OCO3)cc2sccc21	-4%	2%	21%	i	i	-1%	4%	u	-23%	6%	u
CC(C)CCN(C)C1CCN(S(=O)(=O)c2ccc(F)cc2)CC1	-2%	2%	x	x	x	1%	-1%	x	0%	-8%	u
COC(=O)C1C2C=CC3(CN(C4CCCC4)C(=O)C13)O2 (configuration not stated)	0%	0%	6%	i	i	-2%	1%	i	11%	-1%	3%
CCOC(=O)C1=C(C)N2C(=C(C#N)[C@@H]1c1ccc(C(=O)OC)cc1)SC[C@@]2(O)C(C)(C)C	-10%	-8%	7%	i	i	-3%	-24%	u	50%[activator]	22%	u
Cc1cc(C)nc(SCC(=O)Nc2ccc(N3CCOCC3)c(Cl)c2)n1	0%	2%	22%	i	i	-1%	-1%	i	-15%	2%	25%
CCOC(=O)N1CCC(c2cc(=O)n3[nH]c(-c4ccccc4)cc3n2)CC1	-1%	-2%	x	x	x	-3%	-8%	x	-19%	70%	-3%
O=C(NCCCN1CCCC1=O)c1ccc(CNS(=O)(=O)c2ccc(F)cc2)cc1	0%	0%	7%	i	i	-1%	-4%	i	14%	-32%	3%
Cn1cccc1C(=O)N1CCC2(CC1)CCN(c1ccccn1)CC2	-1%	-3%	37%[activator]	i	i	0%[11.4 µM]	-3%	i	u	4%	-6%
CCOC(=O)C1CCCN(C(=O)c2ccc3c(c2)OCO3)C1 (configuration not stated)	-2%	0%	-6%	i	i	0%	-8%	i	-8%	-2%	2%
O=C(O)C1CCCCC1C(=O)NCCc1cccc(Cl)c1 (configuration not stated)	-1%	0%	1%	i	i	3%	0%	i	-11%	-7%	4%
COC(=O)c1cc(Br)c(=O)n(-c2ccccc2OC)c1	0%	0%	-1%	u	i	0%	-2%	i	-13%	-5%	1%
